Bioassay records (PubChem)
HTT cytoprotect: cytoprotection in Huntington HTT-Q103 PC12 cell model. PC12 HTT-Q103 induced, cytoprotection, ATP luminescence, 40 h. Potency, µM (series often up to 56.4 µM), for the others: cytoprotection (ATP increase), usual class: activators. 0.14% of 230,000 active. AID 1471;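 further: % of control where 0% means no effect; nearly all actives have a fitted effect of over 45% in size; toxic huntingtin expression switched on by the ecdysone agonist tebufenozide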
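Compounds added alongside 100 nM tebufenozide, which induces toxic Q103 huntingtin exon 1-GFP in stable PC12 cells; surviving cells quantified by luminescent ATP measurement. Medium: phenol red-free DMEM, 5% equine and 5% calf serum.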
TexasRed fluor: Texas Red fluorescence interference in TRb-SRC2 counter-screen; TRb/SRC2 Texas Red total fluorescence interference; 0.29% of 280,000 active; AID 1479; Potency, µM (series often up to 106 µM), for inactives: at the highest dose fluorescence change, negative = quenching; active means well fitted curve in either direction with a large enough effect; inconclusive means small, poorly fitted or top-dose-only effect; further: on the % scale 0 is the no-effect control and ±100 the full control effect
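Human TRβ ligand-binding domain (0.6 uM) and Texas Red SRC2 peptide (20 nM) in Tris buffer with 1 uM T3 and 5% DMSO were incubated with pinned compound for 5 hr at ambient temperature. Total fluorescence was computed as S + 2P (555/632 nm).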
RECQ1 inh: RECQ1 (human) helicase inhibition | P46063 | AID 2549 | 0.54% of 240,000 active | RECQ1 DNA unwinding, red fluorescence kinetic read | Potency, µM (titrated, usually from 57.3 µM), without a hit: at the top dose activity, negative = inhibition, actives largely listed as inhibitors;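 further: plate controls were vehicle for no effect and no enzyme for full effect; nearly all actives have a fitted effect of over 30% in size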
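50 nM RECQ1T1 preincubated 15 min with compound in Tris pH 8.0 buffer with MgCl2, DTT, Tween-20 and 2.5 ug/ml poly(dI-dC); started with 200 nM TAMRA/BHQ-2 forked duplex and 2 mM ATP. Unwinding read as fluorescence (525/598 nm), two reads 2 h apart.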
L3MBTL1 block: blocks human L3MBTL1 | 0.66% of 230,000 active | AlphaScreen L3MBTL1–H3K9me1 peptide binding | Potency, µM (series often up to 57.1 µM), inactives show at the highest dose activity, negative = inhibition, usual class: inhibitors; further: on the % scale 0 is the no-effect control and ±100 the full control effect; nearly all actives have a fitted effect of over 60% in size
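L3MBTL1 (50 nM) pre-complexed 30 min with biotinylated H3(1-15)K9me1 peptide (75 nM), then compounds added for 30 min at room temperature; AlphaScreen streptavidin donor/nickel chelate acceptor beads (10 ug/mL final) read after 30 min dark incubation.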
Tau FP inhib: inhibitors of human tau fibril formation; P10636; K18 P301L tau heparin fibrillization, Alexa594 FP, 6 h; Potency, µM (titrated, usually from 57.7 µM), without a hit: at the top dose activity, negative = inhibition, most hits filed as inhibitors; 0.39% of 280,000 active; further: on the % scale 0 is the no-effect control and ±100 the full control effect; nearly all actives have a fitted effect of over 55% in size
Target sequence (P10636 561-689 P618L limits assumed): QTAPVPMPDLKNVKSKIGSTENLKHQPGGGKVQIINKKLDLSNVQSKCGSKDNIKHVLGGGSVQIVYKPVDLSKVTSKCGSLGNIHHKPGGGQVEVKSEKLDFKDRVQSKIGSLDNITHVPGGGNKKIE
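Steps: dispense K18 P301L tau (15 uM plus 0.24 uM Alexa 594 tracer, final) in pH 7 sodium acetate; add compound; add heparin (20 uM final); incubate 6 hr, 37 C; add ThT (30 uM final); after 1 hr ambient, read FP.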
Tau ThT inhib: tau fibrillization inhibition (ThT binding) | P10636 | recombinant tau K18 P301L, heparin-induced fibrillization, ThT fluorescence | Potency, µM (titrated, usually from 57.4 µM), for inactives: top-dose activity, negative = inhibition, most hits filed as inhibitors | 2.1% of 270,000 active | AID 1460; further: on the % scale 0 is the no-effect control and ±100 the full control effect; nearly all actives have a fitted effect of over 55% in size
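Aggregation was driven by heparin (20 uM final) acting on recombinant tau […] bearing P301L in 100 mM sodium acetate pH 7; fibrils were detected with Thioflavin T.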
TRb SRC2 PPI: TRbeta-SRC2 interaction inhibition; P10828; TRbeta-SRC2 peptide binding, fluorescence polarization; receptor liganded with 1 µM T3; Potency, µM (doses to about 106 µM), without a hit: at the top dose activity change, negative = inhibition, most hits filed as inhibitors; 0.065% of 280,000 active; AID 1469;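 further: plate controls were bound peptide for no effect and peptide without receptor for full effect; nearly all actives have a fitted effect of over 50% in size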
Target sequence (P10828 whole entry, looked up): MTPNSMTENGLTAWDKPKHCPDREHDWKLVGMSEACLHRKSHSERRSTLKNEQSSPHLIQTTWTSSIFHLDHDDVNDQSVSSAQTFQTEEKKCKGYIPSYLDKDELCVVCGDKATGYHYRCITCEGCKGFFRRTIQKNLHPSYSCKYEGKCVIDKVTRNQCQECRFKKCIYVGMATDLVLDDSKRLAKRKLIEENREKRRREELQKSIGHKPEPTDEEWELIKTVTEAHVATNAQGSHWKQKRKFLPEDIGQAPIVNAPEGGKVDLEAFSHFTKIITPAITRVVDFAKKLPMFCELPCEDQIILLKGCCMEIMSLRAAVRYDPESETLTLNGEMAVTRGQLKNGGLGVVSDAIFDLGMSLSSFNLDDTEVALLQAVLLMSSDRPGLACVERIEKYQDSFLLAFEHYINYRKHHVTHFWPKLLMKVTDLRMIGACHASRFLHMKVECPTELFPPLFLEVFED
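Fluorescence polarization of 20 nM Texas Red SRC2 peptide (20-aa NR interaction domain) bound to 0.6 uM human TRb ligand-binding domain, with 1 uM T3, after 5 hr at ambient temperature; inhibition seen as decreased polarization.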
Tau fluor counter: counter-screen for tau fibril formation inhibitors | tau K18 P301L (four-repeat tau fragment) Alexa594 fluorescence, heparin fibrillization | 0.93% of 280,000 active | Potency, µM (series often up to 57.7 µM), inactives show at the top dose activity change, negative = decrease; further: on the % scale 0 is the no-effect control and ±100 the full control effect; nearly all actives have a fitted effect of over 55% in size
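Human K18 P301L tau (15 uM unlabeled plus 0.24 uM Alexa 594-labeled, final) in 100 mM sodium acetate pH 7 was mixed with compound and 20 uM heparin and incubated 6 hr at 37 C.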
* = called active by the depositor; i = inactive; ? = inconclusive; / = no result given; [ ] = remark or other dose. Unless noted, the call rests on the fitted dose curve; in most records, active means well fitted curve in the direction sought with a large enough effect; inconclusive means small, poorly fitted or top-dose-only effect, or another doubt; inactive means no such curve, though single readings can be large; an effect the other way counts as inactive or inconclusive. Potency means the concentration at half of the fitted maximal effect.

SMILES	HTT cytoprotect	TexasRed fluor	RECQ1 inh	L3MBTL1 block	Tau FP inhib	Tau ThT inhib	TRb SRC2 PPI	Tau fluor counter
Cc1ccc(C(=O)NCC(c2cccnc2)N2CCc3ccccc3C2)cc1C (centres undefined)	/	1%	/	/	?	?	2%	?
Cc1ccc(N2C(=O)CC(C3CCCO3)C2=O)cc1 (centres undefined)	14%	-1%	-3%	/	?	-10%	2%	-4%
CN(C)S(=O)(=O)c1ccc(NC(=O)C2CCCN(C(=O)c3ccc(Cl)cc3)C2)cc1 (centres undefined)	-11%[10 µM]	-1%	13%	-5%	5%	2%	3%	-10%
C/C(CC(=O)Nc1cccc(Cl)c1Cl)=N\NC(=O)c1ccccc1N	/	-2%	-4%	0%	-4%	-16%	-2%	-17%
COc1ccccc1CNC(=O)CCNS(=O)(=O)c1ccc2c(c1)CCCC(=O)N2	/	0%	/	/	-19%	-1%	-4%	-9%
CN1CCN(C(=O)CSc2nc(-c3cccs3)ccc2C#N)CC1	9%	-2%	i	-3%	-8%	-6%	-2%	-5%
COc1ccc(CCNC(=O)c2ccco2)cc1	-22%	-2%	-6%	-10%	-2%	-7%	1%	2%
O=C(CCN1C(=O)C2C3C=CC(C3)C2C1=O)N1CCN(c2ccccc2F)CC1 (centres undefined)	22%	1%	-5%	/	4%	2%	-3%	5%
NC(=O)c1sc2nc(-c3ccccc3)c3c(c2c1N)CCCC3	-32%[inhibitor]	-2%	-6%	/	2%	?	11%	?
Cc1ccc(-c2nc3cccc(C)n3c2Nc2ccc3c(c2)OCCO3)cc1	/	0%	/	/	6%	-16%	-7%	?
COc1ccccc1-c1nc(SCC(=O)NCc2ccccc2)c2c(=O)n(C)c(=O)n(C)c2n1	/	-2%	/	/	-1%	10%	-1%	6%
COc1ccc(CCNC(=O)c2cc3c(=O)n4cccc(C)c4nc3n(Cc3ccncc3)c2=N)cc1	-22%[0.074 µM]	-5%	-4%	/	5%	-17%	0%	-7%
CC(C)OC(=O)CSc1nc(N)c(C#N)c(-c2ccco2)c1C#N	-6%	-1%	-14%	3%	?	?	?	?
COC(=O)CSc1snnc1-c1ccc(Cl)c(Cl)c1	5%	-2%	-3%	28%	?	-23%	-10%	?
CCOC(=O)c1c(NC(=O)COc2ccc(Br)cc2)sc(C(C)=O)c1C	/	0%	/	/	0%	-10%	4%	2%
O=C(O)/C=C/c1ccc(S(=O)(=O)Nc2ccc(C(=O)NCC(=O)O)cc2)cc1	-15%	-4%	-7%	-3%	2%	1%	6%	2%
CC1=NN=C(c2ccccc2)C(c2c[nH]c3ccccc23)N1O (centres undefined)	/	0%	1%	-5%	12%	3%	-8%	7%
O=S(=O)(c1ccc(Cl)cc1)N1CCC(n2cccc2)CC1	-20%[10 µM]	-2%	0%	-19%	-10%	-2%	1%	-12%
C/C(CC(=O)Nc1ccc(Cl)cc1Cl)=N\NC(=O)c1ccco1	4%[10 µM]	1%	i	2%	-11%	-12%	11%	-8%
Cc1ccc(NC(=O)Cn2nnc(-c3ccccc3)n2)c(C)c1	/	-8%	/	/	-6%	4%	3%	8%
Cc1ccc(SCC(=O)OCn2nnc3ccccc3c2=O)cc1C	/	5%	-5%	14%	0%	-12%	4%	-15%
Cc1nc(-c2ccc(F)cc2)sc1CCNC(=O)c1ccc(OC(C)C)cc1	/	-3%	/	/	-7%	?	7%	-21%
CCCCOP(=O)(OCCCC)C(O)c1ccc(N(C)C)cc1 (centres undefined)	11%[10 µM]	-6%	-2%	-5%	-1%	1%	-3%	-3%
CC(C)C(OC(=O)c1cc2occc2n1C)C(=O)NCc1ccc2c(c1)OCO2 (centres undefined)	-6%	-2%	-2%	-8%	3%	-18%	-7%	-10%
C/C(=N\Nc1nc2ccccc2[nH]1)c1cc2ccccc2o1	-43%[10 µM]	-3%	i	-7%	?	14µM*	2%	?
Cc1ccccc1NC(=O)Cn1c(=O)n(Cc2ccc3c(c2)OCO3)c(=O)c2ccccc21	/	4%	/	/	?	14%	3%	-6%
Cn1cc(Cl)c(C(=O)NNC(=S)Nc2cccc(Cl)c2)n1	-103%[inhibitor]	0%	i	2%	-8%	?	7%	-25%
COc1ccc(C2CC(c3ccc(F)cc3)n3nc(NS(C)(=O)=O)nc3N2)cc1 (centres undefined)	-4%[10 µM]	-1%	-1%	3%	4%	-3%	-9%	-4%
O=C(Cn1cc[n+](CC(=O)c2ccccc2)c1)c1ccccc1	11%	5%	22µM*	-5%	5%	-3%	2%	-8%
CCn1c(CN2CCCCC2)nc2cc(NC(=O)c3ccccc3[N+](=O)[O-])ccc21	/	-6%	/	/	-4%	-1%	-4%	-10%
O=C1C=C[C@@H](O)[C@H]2[C@@H]3C(=O)N(C4CCCCC4)C(=O)[C@@H]3CC[C@H]12	?	-2%[11.2 µM]	0%[11.5 µM]	/	-6%[11.6 µM]	-8%[11.5 µM]	0%[11.2 µM]	-5%[11.6 µM]
COc1c(C)cc(S(=O)(=O)N2CCOCC2)c(C)c1C	11%[10 µM]	0%	i	7%	3%	7%	-3%	9%
CCOC(=O)c1sc2nc(CSc3ccccc3)nc(NCCN(C)C)c2c1C	3%[10 µM]	-1%	-14%	2%	-9%	?	0%	-26%
COc1cc(NC(=S)Nc2ccc3c(c2)OCCO3)cc(OC)c1OC	7%[10 µM]	-1%	9%	/	10%	/	2%	2%
O=[N+]([O-])c1ccccc1Oc1ncccc1[N+](=O)[O-]	-1%[10 µM]	1%	-2%	-14%	7%	8%	-1%	8%
COc1cc(/C=C(/C#N)C(=O)Nc2ccc(Cl)cc2)ccc1Oc1nc(Cl)ncc1F	7%[10 µM]	-1%	4%	/	-7%	?	4%	-1%
Cc1ccc(CN2CCCn3nc(C(=O)NCCN(C)C)cc3C2=O)cc1	/	-1%	/	/	9%	2%	-7%	3%
O=C(NC1CCCCC1)C1CCN(C(=O)c2ccc(-c3ccccc3)cc2)CC1	15%[10 µM]	-1%[53 µM]	-12%	-4%	1%	-14%	5%[53 µM]	-9%
CCOC(=O)N1CCC(NC(=O)Cn2ncc3c4ccccc4n(C)c3c2=O)CC1	6%[10 µM]	0%	-1%	-18%	-2%	-17%	-16%	-6%
Cc1cccc(C)c1NC(=O)C[n+]1cc(-c2ccccc2)n2c1CCC2	-18%[10 µM]	-1%	-5%	2%	-8%	-7%	9%	-12%
CC(=O)Nc1c(C)nn(-c2ccccc2)c1N1CCC(C(=O)Nc2ccccc2C(F)(F)F)CC1	/	-1%	/	/	-2%	-3%	0%	-4%
O=C(Nc1ccccn1)c1cc2ccccc2o1	-25%[10 µM]	0%	i	5%	-6%	-16%	-9%	-10%
CCOC(=O)c1ccc(N2CCN(C(C)=O)CC2)c(NC(=O)c2cccnc2)c1	/	-1%	19%	4%	7%	7%	1%	13%
COc1ccc(/C=C2/C(=O)OCc3cc(OC)c(OC)cc32)cc1	-9%[10 µM]	0%	-1%	-7%	-3%	?	3%	-7%
CC(=O)COc1ccc2c3c(c(=O)oc2c1)CCCC3	-22%	0%	-5%	1%	-6%	?	1%	-11%
O=c1c2cc(-c3ccccc3)sc2nc2n1CCC2	-4%[10 µM]	-1%	i	-4%	-6%	?	-3%	-8%
CCOC(=O)C1=C(Nc2ccc(Br)cc2)CC(C)(O)C(C(=O)OCC)C1c1ccccc1 (centres undefined)	-10%	2%	4%	-6%	5%	-14%	-13%	-8%
Cc1cccc(NC(=O)CSc2ccc(-c3ccco3)nn2)c1	17%[10 µM]	-3%	1%	-9%	0%	-1%	-26%	2%
COc1ccc(S(=O)(=O)N2CCC(Oc3ccc(-n4cnnn4)cc3)CC2)cc1OC	/	1%	/	/	-5%	-3%	-7%	-20%
COc1cccc(NC(=O)Nc2ccccc2Br)c1	-34%	-4%	-7%	10%	-12%	-17%	4%	-26%
CCOC(=O)c1c(=O)n(O)c2ccc(C)cc2[n+]1[O-]	-16%	-1%	i	-1%	3%	-10%	5%	-1%
O=C(c1ccccc1C(F)(F)F)N1CCN(S(=O)(=O)c2ccccc2)CC1	0%[4.97 µM]	3%	-9%	4%	0%	2%	0%	-2%
Cc1cc(C(=O)c2ccc(Cl)cc2)c(NC(=O)CCl)s1	12%[10 µM]	-1%	-10%	-12%	-1%	?	-1%	-15%
COc1ccccc1CN1CCCC(C(=O)N2CCCCC2)C1 (centres undefined)	-7%[10 µM]	0%	i	13%	5%	2%	1%	0%
COc1ccc(S(=O)(=O)Nc2cc(C(C)C)c(O)cc2C)cc1	9%	-2%	4%	/	5%	-8%	-3%	-7%
CC(=O)Nc1cccc(N(C)C)c1	-12%	4%	-6%	3%	-3%	-1%	3%	-9%
Cc1ccc(CN2CCN(Cc3ccc4c(c3)OCCO4)CC2CCO)cc1 (centres undefined)	11%[10 µM]	-1%	6%	-7%	0%	1%	-4%	1%

A different layout for part of the listing above:
Fields – HTT cytoprotect	TexasRed fluor	RECQ1 inh	L3MBTL1 block	Tau FP inhib	Tau ThT inhib	TRb SRC2 PPI	Tau fluor counter
- Cc1ccc(CN2CCCn3nc(C(=O)NCCN(C)C)cc3C2=O)cc1
  /	-1%	/	/	9%	2%	-7%	3%
- O=C(NC1CCCCC1)C1CCN(C(=O)c2ccc(-c3ccccc3)cc2)CC1
  15%[10 µM]	-1%[53 µM]	-12%	-4%	1%	-14%	5%[53 µM]	-9%
- CCOC(=O)N1CCC(NC(=O)Cn2ncc3c4ccccc4n(C)c3c2=O)CC1
  6%[10 µM]	0%	-1%	-18%	-2%	-17%	-16%	-6%
- Cc1cccc(C)c1NC(=O)C[n+]1cc(-c2ccccc2)n2c1CCC2
  -18%[10 µM]	-1%	-5%	2%	-8%	-7%	9%	-12%
- CC(=O)Nc1c(C)nn(-c2ccccc2)c1N1CCC(C(=O)Nc2ccccc2C(F)(F)F)CC1
  /	-1%	/	/	-2%	-3%	0%	-4%

A portion of the library; rates above refer to the full screens.
